Compound activity from PubChem.
DRD3 antagonist: D3 dopamine receptor (human) antagonism | P35462 | D3R cells, DiscoveRx beta-arrestin luminescence, antagonist mode; hits give low values | max response, negative = inhibition, % | actives 2.5% (n = 360,000); in the data active = max response below about -50%; inconclusive = no clear call, values can overlap the other calls; note: % is set by controls: 0 for no effect and ±100 for the full control effect; mostly tested at two doses, the higher about 12 µM
Target sequence (P35462 whole entry, looked up): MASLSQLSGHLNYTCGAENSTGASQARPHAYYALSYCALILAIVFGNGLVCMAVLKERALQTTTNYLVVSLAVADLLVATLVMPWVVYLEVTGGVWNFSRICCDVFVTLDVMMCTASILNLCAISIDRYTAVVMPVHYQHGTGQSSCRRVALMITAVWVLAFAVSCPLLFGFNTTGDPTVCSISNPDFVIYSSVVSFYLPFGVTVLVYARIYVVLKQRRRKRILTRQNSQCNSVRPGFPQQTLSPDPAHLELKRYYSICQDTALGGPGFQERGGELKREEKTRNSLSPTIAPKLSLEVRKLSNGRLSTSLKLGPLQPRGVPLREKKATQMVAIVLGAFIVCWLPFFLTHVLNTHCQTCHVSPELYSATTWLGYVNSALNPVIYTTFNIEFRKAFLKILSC
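Cells plated overnight at 1500 cells/well, then exposed to library compounds with dopamine controls for 90 minutes at 37 degrees C. DiscoveRx reagent added for 30–60 minutes at room temperature; luminescence read, quantitative HTS format.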
D3 ag: activates the human D3 dopamine receptor | actives 0.58% (n = 410,000) | D3R DiscoveRx beta-arrestin cells, luminescence, 90 min | P35462 | max activation, %; in the data active = max activation above about 30%; note: 0% is about no effect; mostly tested at two doses, the higher about 12 µM
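Agonist-mode cell screen: cells plated at 1500/well and incubated overnight at 37 °C, then exposed to library compounds for 90 min at 37 °C. Detection reagent was added for 30–60 min at room temperature, and luminescence was read.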
aSyn yeast inh: rescues yeast growth from alpha-synuclein toxicity; Potency, µM (highest dose often 46.1 µM), inactives show at the top dose growth rescue (activation), actives largely listed as activators; AID 652106; Yeast expressing alpha-synuclein, growth rescue, BacTiter-Glo, 24 h; actives 0.14% (n = 370,000); note: potency is the fitted concentration of half-maximal effect; % of control where 0% means no effect; nearly all actives have a fitted effect of over 65% in size
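Readout is rescue of growth in alpha-synuclein-expressing yeast, so inhibitors of toxicity appear as activators. Growth after 24 hr at 30 deg C in galactose medium is quantified by luminescence.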
TDP-43 yeast inh: rescues yeast growth from TDP-43 toxicity; actives 1.8% (n = 410,000); TDP-43 expressing yeast growth rescue, BacTiter-Glo, 24 h; Potency, µM (doses to about 46.1 µM), inactives show at the highest dose growth rescue (activation), hits mostly activators; AID 652104; note: potency is the fitted concentration of half-maximal effect; % of control where 0% means no effect; nearly all actives have a fitted effect of over 50% in size
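Readout is BacTiter-Glo luminescence of cell growth, so inhibitors register as activators. TDP-43-expressing yeast at OD600=0.02 in galactose medium, after raffinose pregrowth to mid-log, were incubated with compound for 24 hr at 30 deg C.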
KB-V1 cytotox: KB-V1 MDR subline cytotoxicity; actives 3.4% (n = 400,000); KB-V1 MDR cells viability, CellTiter-Glo, 72 h; Potency, µM (highest dose often 46.1 µM), for the others: at the highest dose activity change, negative = cytotoxicity, hits mostly cytotoxic; note: potency is the fitted concentration of half-maximal effect; % is set by controls: 0 for no effect and ±100 for the full control effect; nearly all actives have a fitted effect of over 60% in size
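Cytotoxicity toward P-gp-expressing KB-V1 cells was determined as loss of CellTiter-Glo luminescence after 72 h at 37 degrees C. Compounds were tested in quantitative HTS format across a concentration range, with curves fitted to normalized data.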
GLP1R cytotox: cytotoxic in the GLP-1 receptor inverse agonist counter-screen; Potency, µM (series often up to 38.3 µM), for inactives: top-dose activity change, negative = inhibition, most hits filed as inhibitors; AID 624418; HEK293 cAMP-luciferase reporter cells, luminescence, 24 h; actives 0.13% (n = 410,000);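 note: loss of luciferase light is scored as toxicity; potency is the fitted concentration of half-maximal effect; % is set by controls: 0 for no effect and ±100 for the full control effect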
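Compound-treated cells are incubated 24 hr at 37 deg C under 5% CO2 after a 12 hour attachment period, then luciferase detection reagent is added and luminescence is measured following 12 min at room temperature; lowered signal indicates toxicity.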
GLP-1R inv ag: GLP-1 receptor (human) inverse agonism; P43220; HEK293 GLP-1R CRE-luciferase, luminescence, 24 h; GLP-1R form is constitutively active; Potency, µM (series often up to 38.3 µM), for the others: at the top dose activity change, negative = inhibition, usual class: inhibitors; actives 1.6% (n = 410,000); note: potency is the fitted concentration of half-maximal effect; % is set by controls: 0 for no effect and ±100 for the full control effect; nearly all actives have a fitted effect of over 55% in size
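Stable HEK293 clone (constitutively active GLP-1R + cAMP-response luciferase); 200 cells/uL plated, 12 h pre-culture, compound 24 hr, 37 deg C/5% CO2; detection reagent 12 min RT; luminescence.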
PTHR1 ag: PTHR1 (human) receptor agonism | HEK293 GP2 PTHR1 cells, GloSensor cAMP luminescence, 1 h | actives 0.075% (n = 410,000) | Potency, µM (series often up to 115 µM), for inactives: at the highest dose activation, actives largely listed as activators; note: potency is the fitted concentration of half-maximal effect; nearly all actives have a fitted effect of over 55% in size; some results filed as inactive show a strong effect at the top dose; inactives centre near -15; many of its hits are not listed in these tables
Target sequence (Q03431 whole entry, looked up): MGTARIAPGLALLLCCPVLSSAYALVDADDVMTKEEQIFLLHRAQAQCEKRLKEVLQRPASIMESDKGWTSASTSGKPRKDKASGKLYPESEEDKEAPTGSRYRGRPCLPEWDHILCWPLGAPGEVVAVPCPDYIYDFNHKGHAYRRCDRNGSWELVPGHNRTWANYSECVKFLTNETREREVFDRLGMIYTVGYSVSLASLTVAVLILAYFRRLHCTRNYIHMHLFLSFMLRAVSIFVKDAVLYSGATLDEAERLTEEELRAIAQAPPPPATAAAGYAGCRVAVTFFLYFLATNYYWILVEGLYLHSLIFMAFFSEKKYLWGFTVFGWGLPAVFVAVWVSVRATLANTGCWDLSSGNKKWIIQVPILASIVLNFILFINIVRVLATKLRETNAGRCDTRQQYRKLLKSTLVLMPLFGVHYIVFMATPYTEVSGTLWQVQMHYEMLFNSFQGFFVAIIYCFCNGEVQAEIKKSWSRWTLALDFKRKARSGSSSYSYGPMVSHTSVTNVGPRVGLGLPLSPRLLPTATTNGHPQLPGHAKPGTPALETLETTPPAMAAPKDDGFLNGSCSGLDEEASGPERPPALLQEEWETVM
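HEK-293-derived GP2 cells expressing PTHR1 and a GloSensor cAMP reporter, 3,000/well, plated overnight, given luciferin plus IBMX (each 0.5 mM as added) for 1 h at 37 °C, then compound for 1 h at 37 °C. Luminescence was read after 15 min at room temperature.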
GLP-1R agonist: activates the human GLP-1 receptor; actives 0.007% (n = 380,000); HEK293 GLP-1R CRE-luciferase, luminescence, 4-6 h; cells express a hypersensitive GLP-1R form; Potency, µM (series often up to 45.6 µM), without a hit: at the top dose activation, hits mostly activators; P43220; note: potency is the fitted concentration of half-maximal effect; % of control where 0% means no effect
An asterisk follows results filed as active; i = inactive; ? = inconclusive; · = no result given; & = joins results of further samples; [ ] = remark or other dose. Unless noted, calls come from the whole dose curve; as a rule, active = well fitted curve in the direction sought with a large enough effect; inconclusive = small, poorly fitted or top-dose-only effect, or another doubt; inactive = no such curve, though single readings can be large; an effect the other way counts as inactive or inconclusive. These rows are one share of the data; rates above refer to the full screens.

The line under a structure holds: DRD3 antagonist	D3 ag	aSyn yeast inh	TDP-43 yeast inh	KB-V1 cytotox	GLP1R cytotox	GLP-1R inv ag	PTHR1 ag	GLP-1R agonist
1: CCOc1ccc(N(CC(=O)NC2CCCCC2C)S(=O)(=O)c2c(C)noc2C)cc1 (stereo not drawn)
    3	-2	2%	25%	-5%	-9%	-23%	-24%	-2%
2: COc1ccc(S(=O)(=O)Nc2ccc3c(c2)n(C)c(=O)n3C)cc1F
    10	6	0%	-11%	-3%	-3%	27%	-82%[inhibitor]	-3%
3: Cc1cccc(-n2nc3c(c2NC(=O)CCC2CCCCC2)CS(=O)C3)c1C (stereo not drawn)
    -5	0	7%	0%	1%	3%	-15%	i	10%
4: Cc1cc(NC(=O)CSc2c3c(nc4ccccc24)CCC3)no1
    -22	-3	0%	4%	18%	?	?	i	1%
5: CCC(C)[C@H](NC(=O)NCCC1=CCCCC1)C(=O)O (stereo partly drawn)
    2	8	-2%	-3%	3%	-4%	-2%	i	-2%
6: O=C(O)c1ccc(NS(=O)(=O)c2ccc(Cl)cc2)cc1
    -27	-2	9%	4%	5%	-12%	0%	-41%[inhibitor][57.5 µM]	-6%
7: CCOC(=O)c1cc2c(OC)ccc(OC)c2n1CC(=O)c1ccccc1
    27	1	0%	16%	2%	-7%	-14%	i	13%
8: COc1ccc(C(=O)N2CCC(C(=O)c3ccc(F)cc3)CC2)cc1
    3	-4	-1%	-3%	?	-4%	-26%	-36%[inhibitor]	6%
9: O=[N+]([O-])c1ccc(Sc2ccc(Cl)c(Cl)c2)nc1
    5	-19	1%	8%	?	9%	-3%	-13%[57.5 µM]	-8%
10: COc1cc(Nc2nc(-c3ccc(OC)c(OC)c3)nc3ccccc23)cc(OC)c1
    ·	-7	·	19%	·	?	11µM*	i	·
11: CC1(C(=O)NS(=O)(=O)c2cccc(Cl)c2)CCN1C(=O)Cc1cc(F)ccc1F (stereo not drawn)
    8	11	1%	27%	25%	0%	-27%	-25%	-3%
12: CN1CCN(C(=S)Nc2cccc(S(=O)(=O)N(C)C)c2)CC1
    3	6	1%	-10%	-1%	0%	7%	i	-1%
13: CN(C)CCN(C(=O)C1CCN(S(=O)(=O)c2cccs2)CC1)c1nc2ccccc2s1
    -13	-13	-1%	-6%	21%	10%	-2%	-22%	-1%
14: COC(=O)N/N=C/c1cccs1
    -4	-5	6%	?	?	-11%	1%	i	8%
15: Cc1cc(NC(=O)CSc2cn(C)c3ccccc23)no1
    -24	2	6%	?	-3%	2%	-9%	i	6%
16: COc1ccccc1/C=C/C(=O)OCC(=O)N1CCN(S(=O)(=O)c2ccc(C)cc2C)CC1
    -17	1	10%	14%	-12%	14%	?	-2%	-1%
17: O=C1CN(C(=O)c2ccccc2F)C(c2ccc(F)cc2)c2cc(Br)ccc2N1 (stereo not drawn)
    22	12	4%	0%	-3%	3%	?	-16%	11%
18: O=C(N/N=C/c1ccco1)C1CC(=O)N(c2ccccc2)C1 (stereo not drawn)
    0	-6	1%	13%	11%	15%	0%	i	-4%
19: Cc1ccc(Oc2nccc(-c3ccc(Cl)cc3)n2)cc1
    -2	0	0%	25%	7%	-15%	-21%	-3%[57.5 µM]	-6%
20: CCOC(=O)C1=C(CSc2nc3c(cc2C#N)CCC3)OC(N)=C(C#N)C1c1ccccc1 (stereo not drawn)
    -19	-10	15%	2%	-8%	44%[activator]	27%	-11%[57.5 µM]	5%

The last three compounds of the part before are carried over, then new ones follow:
The line under a structure holds: DRD3 antagonist	D3 ag	aSyn yeast inh	TDP-43 yeast inh	KB-V1 cytotox	GLP1R cytotox	GLP-1R inv ag	PTHR1 ag	GLP-1R agonist
18: O=C(N/N=C/c1ccco1)C1CC(=O)N(c2ccccc2)C1 (stereo not drawn)
    0	-6	1%	13%	11%	15%	0%	i	-4%
19: Cc1ccc(Oc2nccc(-c3ccc(Cl)cc3)n2)cc1
    -2	0	0%	25%	7%	-15%	-21%	-3%[57.5 µM]	-6%
20: CCOC(=O)C1=C(CSc2nc3c(cc2C#N)CCC3)OC(N)=C(C#N)C1c1ccccc1 (stereo not drawn)
    -19	-10	15%	2%	-8%	44%[activator]	27%	-11%[57.5 µM]	5%
21: Cc1cccc(OCCCn2c(CCNC(=O)C(C)C)nc3ccccc32)c1
    0	3	-13%	5%	?	-15%	?	-41%[inhibitor][57.5 µM]	5%
22: O=C(Nc1c(C(=O)NCc2ccco2)cnn1-c1ccccc1)c1cccc(F)c1
    -8	-1	-4%	4%	9.2µM*	-12%	0%	-9%[57.5 µM]	-6%
23: COc1ccc(C2=NN(C(=O)CCC(=O)O)C(c3ccccc3F)C2)cc1 (stereo not drawn)
    2	0	2%	-6%	-11%	-11%	17%	-9%	-2%
24: O=C(N/N=C/c1ccccc1)c1c(O)c2ccccc2[nH]c1=O
    19	10	9%	-50%[inhibitor]	?	10%	-10%	-35%[inhibitor]	5%
25: COc1ccc([C@H]2CN(c3ccc(OC)cc3)C(=O)[C@@H]2CC(=O)Nc2ccc(Br)cc2)cc1
    22	0	14%	8%	16µM*	6%	?	-29%	4%
26: Cc1ccc(C(C(=O)NCC2CCCO2)N(C(=O)c2snc(C(N)=O)c2N)c2ccc(F)cc2)o1 (stereo not drawn)
    -1	1	-2%	-4%	1%	-11%	-12%	-5%	10%
27: CC(C)(C)OC(=O)NC(Cc1ccccc1)C(=O)NCCCC(=O)O (stereo not drawn)
    5	6	-2%	8%	?	4%	26%	-1%	0%
28: Cc1ccc(C)c(C(=O)CN2C(=O)NC3(CCc4ccccc43)C2=O)c1 (stereo not drawn)
    0	-6	12%	-3%	0%	4%	?	-35%[inhibitor]	-1%
29: CC(C)CCCC(C)CCOC(=O)CN1CCCC1 (stereo not drawn)
    3	3	0%	-16%	19%	10%	1%	i	5%
30: O=C(CN1CCN(Cc2ccc(F)cc2)CC1)NCc1ccccc1
    1	-2	-10%	18%	-3%	2%	-3%	-10%	-6%
31: COc1ccc(C2CC(c3ccc(OC)cc3OC(C)=O)=NN2C(=O)c2ccccc2)cc1 (stereo not drawn)
    3	1	9%	?	-30%	6%	2%	-9%	19%
32: CC(C)NC(=O)NC(=O)COC(=O)CCOc1ccccc1
    22	2	-8%	23%	3%	2%	-2%	5%[57.5 µM]	-9%
33: O=C(Nc1ccc(Oc2ccccc2)cc1)c1ccc(Cn2c(=O)[nH]c3ccsc3c2=O)cc1
    -13	-6	-10%	-4%	-9%	-28%	?	i	-5%
34: CCOc1ccc2[nH]c(=O)c(C(c3nnnn3C3CCCCC3)N3CCN(C)CC3)cc2c1 (stereo not drawn)
    2	-2	2%	-5%	17%	0%	2%	i	1%
35: Cc1ccccc1C(=O)NCC(=O)NC1CC1
    2	-10	-3%	13%	-11%	-9%	3%	i	1%
36: O=C(NCCc1ccccc1)C1CCN(C(=O)N2CCOc3ccccc32)CC1
    1	-3	-6%	23%	-1%	-8%	-3%	i	-1%
37: CC1=C(C)C(=O)C(CCCCC#CCCCC#CCO)=C(C)C1=O
    -3	19&7	-4%&1%	22%	?	4%	-27%	-33%[inhibitor]	30%&-1%
38: Nc1nc(-c2ccccc2)[nH]c(=O)c1N
    -16	-11	0%	9%	-9%	-6%[1.53 µM]	10%	i	-4%
39: COC(=O)c1ccccc1S(=O)(=O)Nc1ccc2cn[nH]c2c1
    19	2	4%	2%	0%	-12%	-9%	-28%	9%
40: CC(C)CC(COCc1cccc(Cl)c1)N1CCN(C(=O)c2cccc(C(F)(F)F)c2)CCC1=O (stereo not drawn)
    0	-19	24%	21%	0%	-7%	?	-17%	14%
41: COc1ccc(/C=C/C(=O)NC2CCN(Cc3ccccc3)CC2)cc1OC
    8	-14	6%	-8%	-20%	0%	?	i	1%
42: N#Cc1ccc(/C=C/C(=O)c2cccnc2)cc1
    -3	-3	11%	?	?	?	?	-29%	-8%
43: O=c1c2ccccc2nc(N2CCN(c3ccccc3)CC2)n1Cc1ccccc1
    2	-2	10%	?	-27%	1%	?	-53%[inhibitor]	-1%
44: Cc1noc(NS(=O)(=O)c2ccc(NC(=O)c3ccc(Br)o3)cc2)c1C
    -72*	0	-1%	5%	17%	53%[activator]	16%	i	1%
45: Cc1c(C(=O)Nc2cccc(N(C)S(C)(=O)=O)c2)cccc1[N+](=O)[O-]
    -3	-1	-1%	10%	9%	4%	6%	-15%	-5%
46: CCOC(=O)[C@@H]1[C@H]2COc3ccccc3[C@@H]2N2C(=O)N(c3ccc(C(F)(F)F)cc3)C(=O)[C@@]12C
    24	-3	11%	0%	-11%	-5%	-2%	-50%[inhibitor]	-1%
47: Cc1ccc(C(=O)N2CCN(c3nc4ccccc4n3C)CC2)cc1
    9	-2	2%	11%	?	-19%	-16%	i	-5%
48: CC1=C(C(=O)Nc2cc(Cl)ccc2C)C(c2cccs2)n2ncnc2N1 (stereo not drawn)
    ·	-2	-4%	4%	?	-1%	5%	-4%	5%
49: COc1cc(CN2C[C@@H](CO)O[C@@H](n3cnc4c(N5CCCC5)ncnc43)C2)cc(OC)c1OC
    -7	-2	-6%	4%	6%	-2%	33%[activator]	i	-3%
50: CC(NC(=O)Nc1ccc(O)cc1)(C(F)(F)F)C(F)(F)F
    1	5	0%	-6%	0%	4%	1%	i	10%
51: Cc1ccc(Cn2cc(S(=O)(=O)c3ccccc3)c(=O)c3cc(F)c(N4CCOCC4)cc32)cc1
    ·	-4	·	30%	26%	8%	9%	-55%[inhibitor]	·
52: CCO[C@@H]1OC(C(=O)NCc2ccccc2)=C[C@H](c2ccc(Br)cc2)[C@H]1CCCO
    9	-20	1%	?	0%	-3%	?	-79%[inhibitor]	15%
53: COc1cc(C(C)=O)ccc1OCC(=O)Nc1ccc2nc(C)sc2c1
    -11	-1	-4%	13%	0%	-2%	13%	-8%	-6%
54: COc1cccc(CN2C(=O)c3ccccc3Sc3ccc(C(=O)NCCc4ccc(C)cc4)cc32)c1
    ·	9	·	-2%	0%	1%	-3%	-4%	1%
